# Screening data: PubChem BioAssay, National Center for Advancing Translational Sciences (NCATS)
# EPAC1 antag: qHTS for Antagonist of cAMP-regulated guanine nucleotide exchange factor 3 (EPAC1): primary screen; Potency, µM (series often up to 115 µM), for the others: top-dose activity change, negative = inhibition, most hits filed as inhibitors; AID 720709, 2013; EPAC1 GEF assay, Rap1b-BODIPY-GDP exchange fluorescence; hit rate 0.14% among 360,000; Rap guanine nucleotide exchange factor 3 (Homo sapiens), O95398;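 further: plate controls were vehicle for no effect and positive control for full effect; nearly all actives have a fitted effect of over 50% in size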
# Target sequence (O95398 whole entry, looked up): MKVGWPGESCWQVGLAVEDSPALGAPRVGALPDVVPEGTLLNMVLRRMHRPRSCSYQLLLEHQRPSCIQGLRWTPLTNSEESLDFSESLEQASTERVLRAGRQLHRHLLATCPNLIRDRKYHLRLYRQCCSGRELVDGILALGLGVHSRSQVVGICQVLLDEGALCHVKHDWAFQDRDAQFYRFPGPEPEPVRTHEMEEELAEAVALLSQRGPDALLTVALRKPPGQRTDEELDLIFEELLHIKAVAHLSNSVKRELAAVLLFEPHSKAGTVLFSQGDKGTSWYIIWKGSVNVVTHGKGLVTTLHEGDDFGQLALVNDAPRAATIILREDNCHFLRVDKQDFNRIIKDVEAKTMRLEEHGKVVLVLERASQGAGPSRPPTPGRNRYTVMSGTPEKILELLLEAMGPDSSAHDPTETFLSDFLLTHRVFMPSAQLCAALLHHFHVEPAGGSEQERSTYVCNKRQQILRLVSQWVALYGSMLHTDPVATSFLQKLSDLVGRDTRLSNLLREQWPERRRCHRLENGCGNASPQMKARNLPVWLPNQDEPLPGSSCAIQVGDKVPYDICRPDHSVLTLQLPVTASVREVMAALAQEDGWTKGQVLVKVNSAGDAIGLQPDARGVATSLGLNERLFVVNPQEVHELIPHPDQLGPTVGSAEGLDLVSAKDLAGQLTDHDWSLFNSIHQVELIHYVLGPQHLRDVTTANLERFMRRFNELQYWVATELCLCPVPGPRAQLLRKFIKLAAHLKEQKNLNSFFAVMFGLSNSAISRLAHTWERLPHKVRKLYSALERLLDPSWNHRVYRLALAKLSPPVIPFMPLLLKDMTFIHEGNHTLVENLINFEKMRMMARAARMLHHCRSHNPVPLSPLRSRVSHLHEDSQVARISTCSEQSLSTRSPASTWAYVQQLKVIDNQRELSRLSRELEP
# FUS suppressor: qHTS for Suppressors of FUS Proteinopathy: Primary screen using FUS-linked yeast assay | S. cerevisiae FUS-expressing, growth rescue, OD600, 24 h | Potency, µM (series often up to 76.6 µM), inactives show at the top dose growth rescue (activation), most hits filed as activators | hit rate 0.24% among 390,000 | AID 1347120, 2019;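 further: plate controls were DMSO vehicle for no effect and reference control for full effect; nearly all actives have a fitted effect of over 55% in size; some results filed as inactive show a strong effect at the top dose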
#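 S. cerevisiae expressing FUS from galactose induction served as the toxicity model. Growth after 24hr at 30C, read as absorbance at 600 nm, indicates suppression of toxicity; compounds dosed at several concentrations.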
# PTHR1 agonist: qHTS for PTHR1 Agonists: Primary Screen | Parathyroid hormone/parathyroid hormone-related peptide receptor (Homo sapiens), Q03431 | HEK293 GP2 PTHR1 cells, GloSensor cAMP luminescence, 1 h | Potency, µM (top dose mostly 115 µM), without a hit: top-dose activation, usual class: activators | hit rate 0.075% among 410,000 | AID 743266, 2014; further: nearly all actives have a fitted effect of over 55% in size; some results filed as inactive show a strong effect at the top dose; inactives centre near -15; many of its hits are not listed in these tables
#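 HEK-293-derived GP2 cells expressing PTHR1 and a GloSensor cAMP reporter, 3,000/well, plated overnight, given luciferin plus IBMX (each 0.5 mM as added) for 1 h at 37 °C, then compound for 1 h at 37 °C. Luminescence was read after 15 min at room temperature.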
# EPAC2 antag: qHTS for Antagonist of cAMP-regulated guanine nucleotide exchange factor 2 (EPAC2): primary screen; Rap guanine nucleotide exchange factor 4 (Homo sapiens), Q8WZA2; EPAC2 GEF exchange of Rap1B-BODIPY-GDP, fluorescence; hit rate 0.18% among 360,000; Potency, µM (titrated, usually from 114 µM), without a hit: at the top dose activity, negative = inhibition, usual class: inhibitors; AID 720708, 2013; further: on the % scale 0 is the no-effect control and ±100 the full control effect; nearly all actives have a fitted effect of over 45% in size; many of its hits are not listed in these tables
# aSyn yeast inh: qHTS of alpha-syn Inhibitors; Yeast expressing alpha-synuclein, growth rescue, BacTiter-Glo, 24 h; Potency, µM (doses to about 46.1 µM), without a hit: at the top dose growth rescue (activation), usual class: activators; hit rate 0.14% among 370,000; further: % of control where 0% means no effect; nearly all actives have a fitted effect of over 65% in size
#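 Screening used galactose-induced yeast with toxic alpha-synuclein levels, exposed to compound for 24 hr at 30 deg C. Cell growth, read with BacTiter-Glo luminescence, gave the measured signal.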
# EPAC2 ag: qHTS for Agonist of cAMP-regulated guanine nucleotide exchange factor 4 (EPAC2): primary screen. EPAC2 activation, biochemical qHTS; response scale: 100% = 6.5 mM cAMP response. Potency, µM (series often up to 154 µM), for inactives: at the top dose activation, most hits filed as activators. hit rate 0.079% among 360,000. AID 720711, 2013; further: nearly all actives have a fitted effect of over 50% in size
#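 Compounds were added across a concentration range to EPAC2 (100 nM), RAP1B-BODIPY-GDP (250 nM) and GDP (50 uM). After 5 min at room temperature, fluorescence was recorded at 5-min intervals for 30 min.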
# TDP43 rescue: qHTS of TDP-43 Inhibitors; Potency, µM (series often up to 46.1 µM), for the others: at the top dose growth rescue (activation), usual class: activators; TDP-43 expressing yeast growth rescue, BacTiter-Glo, 24 h; hit rate 1.8% among 410,000; further: % of control where 0% means no effect; nearly all actives have a fitted effect of over 50% in size
#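 Readout is BacTiter-Glo luminescence of cell growth, so inhibitors register as activators. TDP-43-expressing yeast at OD600=0.02 in galactose medium, after raffinose pregrowth to mid-log, were incubated with compound for 24 hr at 30 deg C.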
# EPAC1 agonist: qHTS for Agonist of cAMP-regulated guanine nucleotide exchange factor 3 (EPAC1): primary screen | Rap guanine nucleotide exchange factor 3 (Homo sapiens), O95398 | AID 720707, 2013 | hit rate 0.073% among 360,000 | EPAC1 agonist qHTS, biochemical assay; response scale: 100% = response to 6.5 mM cAMP | Potency, µM (series often up to 154 µM), inactives show at the highest dose activation, actives largely listed as activators; further: nearly all actives have a fitted effect of over 60% in size
#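 Multi-concentration qHTS readout: loss of Rap1B-bound BODIPY-GDP fluorescence driven by 100 nM EPAC1 with excess GDP (50 uM), monitored kinetically at room temperature; agonist response expressed relative to 6.5 mM cAMP.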
# * = called active by the depositor; i = inactive; u = inconclusive; x = no result given; & = joins results of further samples; [ ] = dose if it differs, or a comment. The call rests on the fitted dose curve; in most records, active means well fitted curve in the direction sought with a large enough effect; inconclusive means small, poorly fitted or top-dose-only effect, or another doubt; inactive means no such curve, though single readings can be large; an effect the other way counts as inactive or inconclusive. Potency means the concentration at half of the fitted maximal effect. Some of the compounds tested; rates above refer to the full screens.
SMILES,EPAC1 antag,FUS suppressor,PTHR1 agonist,EPAC2 antag,aSyn yeast inh,EPAC2 ag,TDP43 rescue,EPAC1 agonist
C/C=C\C=C/C(=O)Nc1cccc(C2=NOC3(C2)C[C@H](C(N)=O)N(C(=O)c2ccc(OC)cc2)C3)c1 (stereo partly drawn),u,u,-3%,-6%,-11%,7%,1%,-5%
O=C(c1cccs1)N1CCN(S(=O)(=O)c2ccccc2)CC1,3%,16%,-7%,0%,0%,9%,16%,2%
Cc1ccc(SC(CC(=O)c2ccc(C)cc2)C(=O)O)cc1 (stereo not drawn),2%,0%,-19%[57.5 µM],-3%,0%,6%,u,-4%
Cc1cccc(OCCn2c(=O)sc3ccccc32)c1,-16%,1%,-25%,-4%,4%,11%,u,13%
O=S(=O)(Nc1ccc(N2CCOCC2)cc1)c1ccc(F)cc1,-8%,11%,i,5%,1%,4%,17%,5%
COc1ccccc1-c1nnc(NC(=O)C(C)SC2=NCCS2)s1 (stereo not drawn),14%,33%,-31%[inhibitor],8%,5%,2%,0%,-3%
CNc1nc(N)c(C(=O)C23CC4CC(CC(C4)C2)C3)s1,29%,16%,i,-1%,3%,-1%,24%,-7%
O=C(CSc1nnnn1-c1ccc2c(c1)OCCO2)N1CCN(C(=O)c2ccco2)CC1,11%,-4%,-22%,-7%,2%,3%,u,12%
COc1ccc(-c2nc3ccc(Cl)cn3c2Cc2ccccc2C(F)(F)F)cc1OC,-24%,30%,-16%,u,14%,17%,u,8%
O=C(Nc1ccccc1)C1=C[C@H](c2ccc3c(c2)OCO3)C[C@H](OCc2ccc(CO)cc2)O1,-9%,36%,-22%,15%,1%,16%,17%,-11%
COc1ccc(OCC(=O)Nc2c(C(=O)N(CCN(C)C)Cc3ccco3)oc3ccccc23)cc1,-3%,25%,u,4%,4%,5%,0%,1%
COc1cccc(Nc2nc(NCC3CCCO3)c3ccccc3n2)c1 (stereo not drawn),-14%,x,-22%,-12%,-2%,6%,8%,3%
COc1cccc(N2CCN(C3CC(=O)N(c4cccc(Cl)c4)C3=O)CC2)c1 (stereo not drawn),-1%,19%,-21%[57.5 µM],-22%,4%,5%,-1%,5%
O=C(CSc1nnc(SCc2ccccc2Cl)s1)N/N=C/c1ccc(C(=O)O)cc1,15%,11%,i,u,-19%,18%,-2%,-1%
O=C(NC(c1ccccc1)C(Cl)(Cl)Cl)c1ccccc1 (stereo not drawn),-11%,1%,-44%,-1%,-4%,-7%,22%,0%
COC(=O)c1ccccc1NC(=O)CN1CCC(n2nnc3cc(C(F)(F)F)ccc32)CC1,-6%,x,i,-2%,0%,-8%,14%,-7%
O=C1CC(C(=O)Nc2nccs2)C(c2ccccc2)O1 (stereo not drawn),-16%,7%,u,-3%,-2%,6%,21%,5%
O=C(Nc1cccnc1)c1ccc(-c2cc(Cl)ccc2Cl)o1,-27%,3%,-58%[inhibitor],-4%,-5%,1%,u,-9%
COc1cccc(C(=O)Nc2nnc(-c3cccs3)s2)c1,-23%,28%,-18%[57.5 µM],-5%,-1%,5%,-19%,-11%
Cc1ccc(NC(=O)NC2CC(=O)N(c3ccc4c(c3)OCCO4)C2)cc1F (stereo not drawn),6%,-5%,i,-5%,-5%,-1%,15%,0%
OC(COC(c1ccc(Cl)cc1)c1ccc(Cl)cc1)CN1CCc2ccccc2C1 (stereo not drawn),-10%,30%,-19%,-1%,-27%,9%,-10%[0.397 µM],5%
Cc1ccc(/C=N/NC(=O)c2cccnc2)o1,-5%,14%,i,6%,8%,-3%,-18%,1%
Cc1ccc(C(=O)NCCCNC(=O)c2ccc(Cl)cc2)cn1,u,9%,16%,0%,5%,-4%,0%,3%
C=CCN(C(=O)c1csnn1)C(C(=O)NC1CCCC1)c1c(F)cccc1Cl (stereo not drawn),-16%,-8%,-7%,-8%,-2%,7%,9%,-4%
COc1ccc(-n2ncc(C(=O)NC3CC3)c2C2CCN(C(=O)OC(C)(C)C)CC2)cc1,6%,19%,i,11%,3%,1%,9%,-2%
CC1=C(C(N)=O)C(c2ccccc2)n2nc(-c3ccncc3)nc2N1 (stereo not drawn),3%,23%,-12%,9%,0%,-4%,4%,7%
COc1ccc(C(=O)NCC(=O)Nc2cccc(S(=O)(=O)NCc3ccco3)c2)cc1OC,-2%,45%,-6%,4%,3%,1%,14%[9.22 µM],5%
Cc1noc(C)c1C(=O)N1CCC(C(=O)c2ccccc2)CC1,u,5%,i,3%,-6%,10%,10%,-7%
Cc1cccc(NC(=S)N/C(=N/S(=O)(=O)c2ccccc2)c2ccccc2)c1,9%&-11%,4%,-4%,-3%&-1%,-14%&-11%,-4%&-5%,18%&20%,5%&2%
OCCC1CN(Cc2cnc(-c3ccc(Cl)cc3)nc2)CCN1C1CCCC1 (stereo not drawn),10%,22%,-29%,2%,-4%,-6%,-21%,-2%

# For reference, some entries already given.
SMILES,EPAC1 antag,FUS suppressor,PTHR1 agonist,EPAC2 antag,aSyn yeast inh,EPAC2 ag,TDP43 rescue,EPAC1 agonist
OC(COC(c1ccc(Cl)cc1)c1ccc(Cl)cc1)CN1CCc2ccccc2C1 (stereo not drawn),-10%,30%,-19%,-1%,-27%,9%,-10%[0.397 µM],5%
Cc1ccc(/C=N/NC(=O)c2cccnc2)o1,-5%,14%,i,6%,8%,-3%,-18%,1%

# Next section.
SMILES,EPAC1 antag,FUS suppressor,PTHR1 agonist,EPAC2 antag,aSyn yeast inh,EPAC2 ag,TDP43 rescue,EPAC1 agonist
COc1cccc(C(=O)CSc2nnc(-c3cccs3)o2)c1,3%,-22%,-19%[57.5 µM],-1%,-1%,7%,0%,0%
CCOC(=O)Cc1c(C)nc2c(C#N)c(C)nn2c1C,-3%,-3%,-1%[57.5 µM],6%,0%,-4%,12%,-2%
CCOc1ccccc1N1CCN(C(=O)c2cccc(S(=O)(=O)N3CCOCC3)c2)CC1,7%,x,i,0%,-3%,1%,7%,12%
O=C(Nc1ccc2ncccc2c1)c1cccc(Br)c1,4%,5%,-21%,-15%,-2%,9%,u,1%
COc1ccccc1NC(=S)N1CCN(C(c2ccccc2)c2ccccc2)CC1,-3%,-2%,-39%[inhibitor],9%,-4%,9%,-3%,-5%
Cc1oc(-c2ccccc2F)nc1CN1CCC(C(=O)NC2CCCc3ccccc32)CC1 (stereo not drawn),15%,38%,23%[57.5 µM],0%,4%,-5%,7%,13%
CSc1ccccc1NC(=O)CN(C)C(C)C(=O)NCc1ccc2c(c1)OCO2 (stereo not drawn),-8%,7%,-37%[inhibitor],1%,-2%,13%,1%,5%
CC(C)CNC(=S)N1CCN(C(c2ccccc2)c2ccccc2)CC1,-18%,x,-11%,-6%,-7%,4%,17%,6%
COc1ccc(N=N/C(=C\O)C(=O)c2ccco2)cc1,-25%,-13%,i,2%,24%,6%,u,4%
CN(C(=O)c1cccc(NC(=O)Cc2ccc(NC(=O)C3CCCN(C(=O)C4CCCCC4)C3)cc2)c1)C1CCCC1 (stereo not drawn),-19%,u,i,-1%,-6%,9%,10%,-20%
COc1ccc(-c2ccc(SCc3cccnc3)nn2)cc1OC,1%,-30%,-45%[inhibitor],-1%,9%,-6%,15%,0%
O=C1NCCN1C(=O)C12CC3CC(CC(C3)C1)C2,0%,-4%,0%,1%,-2%,0%,3%,-6%
Cc1noc(C)c1NC(=O)Nc1ccc2c(c1)C(=O)N([C@H](C)CO)C[C@H](C)[C@@H](CN(C)S(=O)(=O)c1ccc(Cl)cc1)OCCCC[C@@H](C)O2,-5%,u,-13%,-4%,-2%,5%,8%,-10%
O=[N+]([O-])c1ccc2c(c1)ncn2CCc1ccccc1,29%,-3%,-32%,0%,0%,12%,u,13%
CCCCn1c(N)c(N(CC)C(=O)c2cc(S(=O)(=O)N3CCN(CC)CC3)ccc2Cl)c(=O)[nH]c1=O,10%,2%,-27%,-4%,0%,-2%,7%,-5%
O=C(c1cccc(F)c1)N1CCC2(CC1)NCCc1[nH]cnc12,u,-26%,8%,5%,-6%,8%,3%,3%
CCOC(=O)c1cc(C(=O)c2cc(Br)ccc2O)coc1=N,-22%,32%,-23%,4%,0%,13%,-25%,11%
COc1ccccc1NC(=O)CN(C)S(=O)(=O)c1ccc2c(c1)CCC(=O)N2,1%,-13%,-5%,-13%,-3%,0%,10%,-6%
COc1cccc(OC)c1C(=O)N1CCN=C1SCc1cccnc1,-3%,3%,-31%[inhibitor][57.5 µM],3%,-13%,-3%,-1%,8%
CN=C1S/C(=C\c2cn(CC(=O)OC)c3ccccc23)C(=O)N1C,12%,21%,i,-22%,-4%,-23%,-10%,3%
O=C1c2ccccc2C(Nc2ccc(Cl)cc2)N1CCN1CCOCC1 (stereo not drawn),u,1%,-1%,-7%,2%,1%,18%,5%
COC(=O)c1ccc(CSc2nnc(-c3c[nH]c4ccccc34)n2C)o1,-21%,-5%,-4%,-5%,-8%,13%,3%,-10%
COc1cccc(NC(=O)Nc2cnccn2)c1,8%,-8%,i,6%,5%,0%,-7%,-4%
CC(C)c1cc(CNC(=O)CC2C(=O)NCCN2CC2CCCCC2)on1 (stereo not drawn),-12%,10%,-18%,6%,-5%,-3%,11%,-4%
O=C(Nc1ccc2c(c1)OCO2)c1ccc[n+]([O-])c1,2%,13%,-9%,11%,x,5%,3%,-4%
Cc1ccc(C(=O)NC(C(=O)NC2CCCC2)c2ccccc2)cc1 (stereo not drawn),-20%,20%,i,1%,6%,24%,-9%[1.82 µM],-4%

# Some of the entries above, reformatted.
# Results follow in this order: EPAC1 antag | FUS suppressor | PTHR1 agonist | EPAC2 antag | aSyn yeast inh | EPAC2 ag | TDP43 rescue | EPAC1 agonist
COc1cccc(NC(=O)Nc2cnccn2)c1
    8% | -8% | i | 6% | 5% | 0% | -7% | -4%
COC(=O)c1ccc(CSc2nnc(-c3c[nH]c4ccccc34)n2C)o1
    -21% | -5% | -4% | -5% | -8% | 13% | 3% | -10%
O=C1c2ccccc2C(Nc2ccc(Cl)cc2)N1CCN1CCOCC1 (stereo not drawn)
    u | 1% | -1% | -7% | 2% | 1% | 18% | 5%
